Screening results deposited in PubChem by National Center for Advancing Translational Sciences (NCATS).
BRCA1 expr up – qHTS Assay to Identify Small Molecule Activators of BRCA1 Expression; Potency, µM (top dose mostly 46.1 µM), for the others: at the highest dose activation, usual class: activators; AID 624202, 2012; actives 1.1% (n = 380,000); MCF7-BRCA1-FFLuc reporter, luminescence, 48 h; response scale: scaled: vehicle 0%, 10 µM genistein 100%; further: nearly all actives have a fitted effect of over 80% in size; some results filed as inactive show a strong effect at the top dose
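MCF7-BRCA1-FFLuc, 2000 cells/well; 2 h attach, 37 °C/5% CO2; compound 48 h; luciferase substrate 15 min; luminescence end-point. Norm. to genistein 10 microM max activation and DMSO; concentration-response curves fitted.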
FLuc counter – qHTS profiling assay for firefly luciferase inhibitor/activator using purifed enzyme and Km concentrations of substrates (counterscreen for miR-21 project); Luciferin 4-monooxygenase (Photinus pyralis), P08659; purified FLuc, Km substrates, luminescence inhibition; Potency, µM (series often up to 57.5 µM), for the others: at the top dose activity change, negative = inhibition, actives largely listed as inhibitors; actives 6.9% (n = 360,000); AID 588342, 2011;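 further: plate controls were vehicle for no effect and reference inhibitor for full effect; nearly all actives have a fitted effect of over 55% in size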
Target sequence (P08659 whole entry, looked up): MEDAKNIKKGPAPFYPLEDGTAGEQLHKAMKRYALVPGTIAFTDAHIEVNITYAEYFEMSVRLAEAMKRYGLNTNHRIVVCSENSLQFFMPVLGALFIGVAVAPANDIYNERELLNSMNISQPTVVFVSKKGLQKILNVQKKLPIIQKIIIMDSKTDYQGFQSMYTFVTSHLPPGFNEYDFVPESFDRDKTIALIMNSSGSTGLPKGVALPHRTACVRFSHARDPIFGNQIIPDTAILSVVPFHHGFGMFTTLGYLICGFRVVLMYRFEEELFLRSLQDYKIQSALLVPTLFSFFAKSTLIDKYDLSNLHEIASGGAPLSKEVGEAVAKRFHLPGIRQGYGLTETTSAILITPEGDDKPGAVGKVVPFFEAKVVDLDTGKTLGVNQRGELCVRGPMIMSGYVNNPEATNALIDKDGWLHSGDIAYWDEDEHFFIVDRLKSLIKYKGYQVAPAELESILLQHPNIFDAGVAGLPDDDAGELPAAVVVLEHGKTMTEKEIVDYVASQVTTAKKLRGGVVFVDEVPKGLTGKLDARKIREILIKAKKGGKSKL
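Purified P. pyralis luciferase (10nM final) with 10uM D-luciferin and 10uM ATP (Km levels) in 50mM Tris acetate pH 7.5, 10mM Mg acetate, 0.01% Tween-20, 0.05% BSA; qHTS 6-point titration, ~60 µM downward; luminescence read.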
The depositor's hits bear a star; ? = inconclusive; [ ] = remark or other dose. The call rests on the fitted dose curve; in most records, active means well fitted curve in the direction sought with a large enough effect; inconclusive means small, poorly fitted or top-dose-only effect, or another doubt; inactive means no such curve, though single readings can be large; an effect the other way counts as inactive or inconclusive. Potency means the concentration at half of the fitted maximal effect. The list is partial; rates above refer to the full screens.

Below each compound: BRCA1 expr up, FLuc counter
Cc1cc2oc(C(=O)Nc3cccc(-c4nc5ccccc5o4)c3)c(C)c2cc1C
 : 0%, 2%
CCn1cc2nc(SCC(=O)Nc3ccccc3C(F)(F)F)n(Cc3ccc(C)cc3)c(=O)c2n1
 : -66%, -13%
Cc1ccc(NC(=O)C2CCN(S(=O)(=O)c3cccc4nonc34)CC2)c(Cl)c1
 : 12%, -7%
Cc1ccc(C)c(N2CCN(C(=O)CN3CCSc4ccccc43)CC2)c1
 : -18%, -7%
Cc1cn2c(=O)cc(COc3ccc(NC(=O)COc4ccccc4)cc3)nc2s1
 : 16%, -4%
Cc1ccc(-n2nc(-c3ccccc3)c3cnc4cc5c(cc4c32)OCO5)cc1C
 : 3%, 2%
O=C(OCc1cc(=O)n2nc(-c3cccs3)sc2n1)c1ccccc1
 : -10%, -9%
COc1ccc(CNC(=O)c2cc3cc4cc(OC)ccc4nc3o2)cc1
 : 38%, 1%
CCCN1CCN(C(=O)Cn2c(-c3cccs3)cc3cc(F)ccc32)CC1
 : 9%, -3%
COc1ccc(N2CCN(CCCNC(=O)Nc3ccccc3Cl)CC2)cc1
 : -6%, -6%
CC(=O)Nc1ccc(NC(=O)C2CCCN(S(=O)(=O)c3ccc4c(c3)CCCC(=O)N4)C2)cc1 (stereo unspecified)
 : 7%, 3%
COc1cc2c(C(=O)N(C)c3cc(Cl)ccc3OC)cn(CC(C)C)c(=O)c2cc1OC
 : -29%, -5%
COc1cccc(-n2c(-c3ccco3)nc3c(cnn3-c3ccc(Cl)cc3)c2=O)c1
 : -55%, -1%
COc1ccc(-n2ccnc(NCc3ccc(C)cc3)c2=O)cc1OC
 : -8%, 3%
Cc1ccc(Cl)cc1N1CCN(C(=O)COc2cc(=O)n(C)c3ccccc23)CC1
 : 0%, 7%
CCOC(=O)c1noc2ncn(CC(=O)Nc3cccc(C(F)(F)F)c3)c(=O)c12
 : -8%, 15%
O=C(CN1C(=O)C2(SCC(=O)N2c2cccc(F)c2)c2ccccc21)NCCc1ccccc1 (stereo unspecified)
 : 1%, 0%
Cc1cccc(OCCn2c(SCC(=O)O)nc3ccccc32)c1
 : 5%, ?
CCc1nn(CC(=O)N2CCN(c3cccc(C(F)(F)F)c3)CC2)c(=O)c2cc3occc3n12
 : 5%, -2%
CCOC(=O)C(CC)N1CCN(Cc2ccc(F)cc2)C(=O)C1=O (stereo unspecified)
 : -9%, 0%
COc1cc(C2c3c(-c4ccc(C)cc4)n[nH]c3C(=O)N2c2ccc(F)cc2)ccc1O (stereo unspecified)
 : -54%, -1%
CCN(CC)C(=O)Cn1c(=O)n(Cc2ccc(C(=O)NCCc3ccc(OC)c(OC)c3)cc2)c(=O)c2ccccc21
 : 5%, -17%
Cc1ccc(C)c(N2CCN(S(=O)(=O)c3ccc4c(c3)C(C(C)C)C(=O)N4)CC2)c1 (stereo unspecified)
 : -34%, -12%
CCCS(=O)(=O)N1CCCC(C(=O)NCCCOC)C1 (stereo unspecified)
 : 3%, 0%
COc1ccc(NC(=O)CSc2nc(-c3ccccc3)nc3cc(=O)[nH]n23)cc1
 : 3%, ?
CC(=O)c1ccc(NC(=O)Cn2c3ncccc3c(=O)n2-c2ccc(C)cc2)cc1
 : 2%, -9%
Cc1ccc(CN2CCC(CNC(=O)Nc3cccc(C)c3C)C2)cc1 (stereo unspecified)
 : -3%, -1%
CCC1CCCCN1CCCNC(=O)c1ccc2c(c1)N(Cc1ccccc1F)C(=O)c1ccccc1S2(=O)=O (stereo unspecified)
 : -21%, 3%
O=C(Cn1c(=O)ccc2cc(S(=O)(=O)N3CCCC3)ccc21)Nc1ccccc1
 : 0%, 1%
COc1ccc(-n2c(=O)c3c(c4cc(OC)ccc4n3C)n(C)c2=O)cc1
 : 14%, -5%
Cc1ccc(Cl)cc1N1CCN(C(=O)c2cc3c(=O)oc4ccccc4c3s2)CC1
 : 26%, 0%
CCOC(=O)c1cc(-c2ccc(C)cc2)n(CC(=O)Nc2ccc(OC)c(Cl)c2)c1C
 : -1%, -5%
COc1ccc(NC(=O)C2CCCN(C(=O)c3cnn(-c4ccccc4)c3-n3cccc3)C2)cc1 (stereo unspecified)
 : -25%, -12%
CCc1ccc(-n2c(=O)c3ccc(C(=O)NCCc4ccccc4)cc3n(Cc3ccccc3C#N)c2=O)cc1
 : 0%, 3%
COc1ccc(Cl)cc1NC(=O)CSc1nc2c(oc3ccccc32)c(=O)n1Cc1ccco1
 : -11%, -7%
CC(=O)c1ccc(NC(=O)CSc2nc(=O)n(Cc3ccncc3)c3c2CCC3)cc1
 : 9%, -1%
O=C(CN1C(=O)C2(SCC(=O)N2c2cccc(Cl)c2)c2ccccc21)NCc1ccccc1 (stereo unspecified)
 : -10%, 5%
CCOC(=O)c1cnc2c(Cl)cc(Cl)cc2c1Nc1cc(C(=O)O)ccc1C
 : 12%, 12µM*
Cc1cc2c(cc1S(=O)(=O)CCC(=O)N1CCCC(C)C1)OCC(=O)N2 (stereo unspecified)
 : 10%, -3%
CCOC(=O)C1=C(CN(C)Cc2ccccc2)NC(=O)NC1c1ccc(OC(C)C)cc1 (stereo unspecified)
 : -29%, -13%

For reference, 2 of the compounds above.
Below each compound: BRCA1 expr up, FLuc counter
Cc1cc2c(cc1S(=O)(=O)CCC(=O)N1CCCC(C)C1)OCC(=O)N2 (stereo unspecified)
 : 10%, -3%
CCOC(=O)C1=C(CN(C)Cc2ccccc2)NC(=O)NC1c1ccc(OC(C)C)cc1 (stereo unspecified)
 : -29%, -13%

Back to the main list, repeating the 4 entries before the break.
Below each compound: BRCA1 expr up, FLuc counter
O=C(CN1C(=O)C2(SCC(=O)N2c2cccc(Cl)c2)c2ccccc21)NCc1ccccc1 (stereo unspecified)
 : -10%, 5%
CCOC(=O)c1cnc2c(Cl)cc(Cl)cc2c1Nc1cc(C(=O)O)ccc1C
 : 12%, 12µM*
Cc1cc2c(cc1S(=O)(=O)CCC(=O)N1CCCC(C)C1)OCC(=O)N2 (stereo unspecified)
 : 10%, -3%
CCOC(=O)C1=C(CN(C)Cc2ccccc2)NC(=O)NC1c1ccc(OC(C)C)cc1 (stereo unspecified)
 : -29%, -13%
CCc1cccc(NC(=O)CN2C(=O)CCc3cc(S(=O)(=O)N4CCOCC4)ccc32)c1
 : -6%, -12%
Cc1oc2c(c1C(=O)Nc1ccc(Cl)cc1F)C1=NCCN1C=N2
 : -6%, -1%
O=C(NC1CCCCCC1)c1ccc(CS(=O)c2ccc(Br)cc2)o1 (stereo unspecified)
 : 2%, -10%
COc1ccc2c(c1)c1c(c(=O)n(-c3ccccc3C)c(=O)n1C)n2C
 : -4%, -6%
O=C(CN1CCSc2ccccc21)N1CCN(c2cccc(Cl)c2)CC1
 : -15%, -10%
COc1ccc(-c2noc(CN3CCN(c4ccccc4OC)CC3)n2)cc1OC
 : -16%, 2%
CCOC(=O)c1noc2ncn(CC(=O)Nc3ccc(OC)c(Cl)c3)c(=O)c12
 : -18%, 17%
COc1ccccc1-c1noc(-c2ccc(NC3CCCCC3)c([N+](=O)[O-])c2)n1
 : 3%, ?
CCc1nn(Cc2cccc(F)c2)c(=O)c2cc3cc(C)ccc3n12
 : 7%, -9%
COc1ccc2cc(CNc3ccc(C)cc3)c(=O)n(CC(=O)Nc3cccc(Cl)c3C)c2c1
 : 45%, -2%
O=C(CS(=O)(=O)c1cccc2nsnc12)N1CCN(c2ccc(F)cc2)CC1
 : 19%, -1%
N#Cc1ccccc1CSc1nnc(-c2ccccc2)o1
 : ?, 3.8µM*
COC(=O)c1ccc(OCC2c3cc(OC)c(OC)cc3CCN2C(=O)Cc2ccccc2)cc1 (stereo unspecified)
 : -3%, -8%
Cc1cc2nnc(SCC(=O)Nc3ccc(F)c(Cl)c3)n2c2ccccc12
 : 6%, 4%
COc1ccccc1N1CCN(C(=O)c2cc3c(=O)oc4ccccc4c3s2)CC1
 : 2%, 0%
COc1ccccc1CNc1nccn(-c2ccccc2)c1=O
 : 7%, ?
COc1ccccc1NC(=O)CSC1=Nc2ccccc2N=C(c2ccc(F)cc2)C1
 : -8%, -11%
O=C(CCS(=O)(=O)c1cc2c(cc1Cl)NC(=O)CO2)NCc1ccc(Cl)cc1
 : -17%, -12%
COc1ccc(N2CC(NC(=O)c3cc4ccccc4o3)CC2=O)cc1OC (stereo unspecified)
 : 4%, 2%
CCOC(=O)c1sc2ncn(CC(=O)Nc3ccc(C)cc3C)c(=O)c2c1C
 : 3%, 2%
O=C(CN1C(=O)C2(SCC(=O)N2c2ccccc2)c2ccccc21)Nc1ccccc1C(F)(F)F (stereo unspecified)
 : 13%, -4%
Cc1ccc(Cl)cc1N1CCN(C(=O)c2cc(S(=O)(=O)N3CCC(C)CC3)cn2C)CC1
 : 8%, 3%
CCCc1cc(=O)oc2c3c(ccc12)OCN(Cc1ccccc1OC)C3
 : 5%, -2%
CCCSc1ncc(Cl)c(C(=O)Nc2sc3c(c2C(=O)OC)CCCC3)n1
 : 0%, 1%
COc1ccc(CCNC(=O)c2ccc3c(c2)N(Cc2cccc(Cl)c2)C(=O)CS3)cc1OC
 : -63%, -16%
COC(=O)c1ccccc1NC(=O)Cn1c(=O)n(CCCC(=O)NCc2ccccc2OC)c(=O)c2ccccc21
 : -14%, 2%
O=C(Nc1ccc(F)c(Cl)c1)C1CCN(S(=O)(=O)c2ccc3[nH]c(=O)ccc3c2)CC1
 : -11%, -2%
O=C(c1ccc2c(c1)N(Cc1ccc(F)cc1)C(=O)c1ccccc1S2(=O)=O)N1CCCCCC1
 : -6%, -4%
Cc1ccc(Cl)cc1-n1c(=O)c2sc3ccccc3c2n(CC(=O)NC2CCCC2)c1=O
 : -41%, 4%
Cc1ccc(-n2c(SCc3nc(-c4ccc(Cl)cc4)no3)nnc2-c2ccncc2)cc1
 : -31%, -18%
Cc1ccc(-c2noc(-c3ccc(NCc4cccnc4)c([N+](=O)[O-])c3)n2)cc1
 : 14%, ?
Cc1cc(=O)oc2c3c(ccc12)OCN(Cc1ccccc1Cl)C3
 : -3%, 1%
CCC(C)n1c(=N)c(C(=O)NC2CCCCC2)cc2c(=O)n3cc(C)ccc3nc21 (stereo unspecified)
 : -14%, -5%
CCCn1c(=N)c(C(=O)NC2CCCC2)cc2c(=O)n3cc(C)ccc3nc21
 : 0%, -1%
Cc1cccc(N2CCN(S(=O)(=O)c3ccc4c(c3)C(C(C)C)C(=O)N4)CC2)c1C (stereo unspecified)
 : -41%, -8%
Cc1ccc2occ(-c3cc(-c4ccccc4)nc4c3COc3ccccc3-4)c(=O)c2c1
 : -2%, 0%
COc1ccccc1CNC(=O)c1ccc2c(c1)N(Cc1cccc(C)c1)C(=O)c1ccccc1S2(=O)=O
 : 6%, -1%
CCOc1ccc(-c2nnc(SCC(=O)Nc3ccc(C)cc3C)o2)cc1
 : -1%, ?
O=C(CCNS(=O)(=O)c1ccc2c(c1)CCN2C(=O)C1CC1)N1CCN(c2cccc(Cl)c2)CC1
 : -14%, -9%
Cn1ccc2cc(S(=O)(=O)N3CCCN(C(=O)Nc4ccccc4Br)CC3)ccc21
 : -4%, -10%
Cc1nn(C(=O)c2ccccc2F)c(C)c1S(=O)(=O)N1CCCCCC1
 : 15%, -21%
Cc1ccc(-c2cc3ncc4c(n3n2)-c2ccccc2OC4)cc1
 : 31%, ?
COc1ccc(NC(=O)C2CCN(c3cc(C)nc4c(-c5ccc(Cl)cc5)c(C)nn34)CC2)cc1
 : -3%, -8%
COc1ccc(-c2noc(-c3ccc(NCCc4ccccc4)c([N+](=O)[O-])c3)n2)cc1
 : 8%, 0%
CCc1ccc(-n2nc3ccc(NC(=O)c4cc(Cl)c(OC)c(Cl)c4)cc3n2)cc1
 : 5%, 54%[activator]
COc1ccccc1NS(=O)(=O)c1cn(C)c(C)n1
 : -7%, -3%
COc1ccc2nc3sc(C(=O)N4CCN(c5ccccc5)CC4)cc3cc2c1
 : 8%, -1%
COc1ccc(CCNC(=O)CCCn2c(=O)c3ccccc3n(CC(=O)Nc3cccc(C)c3)c2=O)cc1OC
 : 0%, -1%
Cc1cccc(N2CCN(C(=O)CN3C(=O)COc4ccc(S(=O)(=O)N5CCC(C)CC5)cc43)CC2C)c1 (stereo unspecified)
 : -5%, -4%
CCOc1ccccc1NC(=O)Cn1c(=O)n(CCCCC(=O)NCCCOC)c(=O)c2ccccc21
 : 7%, 0%
CCOc1ccc(NC(=O)Cn2ncc3c2-c2cc(C)ccc2OC3)cc1
 : 18%, 5%
CCC(Cn1nnc2ccccc2c1=O)NC(=O)Nc1ccccc1Cl (stereo unspecified)
 : -5%, -7%
Cc1ccc(CNC(=O)c2ccc(-c3nc(CN4CCc5ccccc54)c(C)o3)cc2)cc1
 : 0%, 1%
Cn1c(=O)oc2cc(S(=O)(=O)N3CCCC(C(=O)N4CCN(c5ccc(Cl)cc5)CC4)C3)ccc21 (stereo unspecified)
 : -24%, 7%
